# Screening data: PubChem BioAssay, National Center for Advancing Translational Sciences (NCATS)
# Chronic BCR inh = blocks chronic active B-cell receptor signaling. Potency, µM (doses to about 46.1 µM), inactives show top-dose ratio change, negative = lower green/red ratio, usual class: inhibitors. ABC-DLBCL IkBa-CBG/CBR reporter, luminescence ratio, 4 h. 340,000 compounds, 0.05% hits; active = well fitted inhibition curve with a large enough effect in the signal ratio, with a control signal flat, not every such curve was filed as active; inconclusive = small, poorly fitted or top-dose-only effect, or effect the other way, or a change in a side signal; the % refers to the signal ratio;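 also: potency is read from the fitted curve at half-maximal effect; plate controls were basal doxycycline-induced cells for no effect and cells given 10 µM MG132 for full effect; MG132 reads +100%, hits lower the ratio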
#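 Cell line TMD8 (human ABC DLBCL), stably expressing tet-inducible CBG68-IkBa fusion and CBR; IMDM/0.5% FBS; cpd up to 46 uM; dox induction, 4 h, 37C/5% CO2; dual luminescence; green/red ratio; MG132 control.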
# Mito fusion yeast = blocks mitochondrial division or promotes mitochondrial fusion; S. cerevisiae fusion-defective mutant growth rescue, CellTiterGlo 48 h; Potency, µM (top dose mostly 46.1 µM), for inactives: at the top dose growth rescue (activation), most hits filed as activators; 320,000 compounds, 0.23% hits;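 also: potency is read from the fitted curve at half-maximal effect; % of control where 0% means no effect; nearly all actives have a fitted effect of over 45% in size; temperature-sensitive fusion mutants such as fzo1-1 at 37 °C on non-fermentable ethanol glycerol medium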
#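 Temperature-sensitive fusion-defective S. cerevisiae (e.g. fzo1-1, mgm1-5) were grown with compound in YPEG medium (3% ethanol, 3% glycerol) for 48 hours at 37C. Growth rescue was measured as viability by CellTiterGlo luminescence after 10 minutes at ambient.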
# ELG1 DNA repair = ELG1-dependent DNA repair inhibition. HEK293T ELG1-luciferase reporter, luminescence, 16 h; DNA damage induced by 5-fluorouridine. 330,000 compounds, 2.3% hits. Potency, µM (titrated, usually from 46.1 µM), inactives show at the top dose activity change, negative = inhibition, most hits filed as inhibitors. AID 504467; also: potency is read from the fitted curve at half-maximal effect; % is scaled to controls: 0 for no effect and ±100 for the full control effect; nearly all actives have a fitted effect of over 55% in size
#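 Step one: seed 2,000 cells per well. Step two: pin-transfer compound or DMSO alongside 5-fluorouridine. Step three: incubate 16 hr, 37 °C, 5% CO2. Step four: add ONE-Glo, wait 30 min, read luminescence.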
# TCR act = T cell receptor activation; primary human leukocytes, anti-CD3, IL-2 HTRF, 48 h; Potency, µM (titrated, usually from 9.22 µM), without a hit: at the highest dose activation of IL-2 secretion, hits mostly activators; 330,000 tested, under 10 active; also: % of control where 0% means no effect
#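 TCR engagement came from a-CD3 beads alone, with compounds added to primary human leukocytes for 48 hr. Secreted IL-2 bridged europium cryptate- and d2-labelled anti-IL-2 antibodies, giving FRET emission at 665nm after 320nm excitation.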
# TSG101-PTAP inh = blocks PTAP/TSG101 interaction to inhibit HIV-1 budding | Fluorescence polarization, FITC-PTAP peptide / Tsg101 binding | AID 493005 | Potency, µM (doses to about 115 µM), without a hit: at the highest dose activity change, negative = inhibition, most hits filed as inhibitors | 340,000 tested, under 10 active; active = well fitted inhibition curve with a large enough effect in the main read-out, with a control signal flat, not every such curve was filed as active; inconclusive = small, poorly fitted or top-dose-only effect, or effect the other way, or a change in a side signal; inactive = no such curve, though single readings can be large or run the other way; also: potency is read from the fitted curve at half-maximal effect; % of control where 0% means no effect
#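 Steps: Tsg101 binding domain dispensed (10 uM final), compounds pinned in DMSO, FITC-labeled PTAP-motif peptide added (50 nM final); after 20 min binding at room temperature, polarization measured.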
# AT treatment = potential ataxia-telangiectasia treatments restoring KAP-1 phosphorylation. 320,000 compounds, 0.19% hits. Potency, µM (titrated, usually from 57.5 µM), for inactives: at the highest dose activation, hits mostly activators. […] A-T fibroblasts, KAP-1 phosphorylation AlphaLISA; neocarzinostatin DNA damage 30 min before lysis; also: potency is read from the fitted curve at half-maximal effect; % of control where 0% means no effect; nearly all actives have a fitted effect of over 45% in size
#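 hTERT-immortalized A-T patient fibroblasts ([…]), 500 cells/well in OPTI-MEM, 1% FBS, got compounds for 60 min, then NCS for 30 min at 37C. Lysates were then assayed for phospho-KAP-1 by AlphaLISA (anti-pKAP1 donor, anti-KAP1 acceptor beads), 6 hr at 25C.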
# Tb PFK inh = inhibitors of T. brucei phosphofructokinase; O15648; T. brucei PFK, ADP-Glo luminescence; Potency, µM (titrated, usually from 57.5 µM), for the others: top-dose activity, negative = inhibition, hits mostly inhibitors; 330,000 compounds, 0.17% hits; AID 485367;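 also: potency is read from the fitted curve at half-maximal effect; 0% = uninhibited 1x PFK enzyme wells and -100% = no-enzyme wells; nearly all actives have a fitted effect of over 60% in size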
#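 1.25 nM PFK with 0.5 mM F6P and 0.1 mM ATP in 0.1 M TEA pH 8.0, 5 mM MgCl2, incubated 45 min at room temperature; ADP measured by ADP-Glo luminescence; compounds titrated up to 57 uM.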
# Eya2 phos inh = inhibitors of human Eya2 phosphatase activity; O00167; recombinant Eya2, OMFP fluorescence dephosphorylation (OMFP is methylfluorescein phosphate); Potency, µM (highest dose often 76.9 µM), inactives show at the highest dose activity, negative = inhibition, usual class: inhibitors; 330,000 compounds, 0.006% hits; AID 488837; also: potency is read from the fitted curve at half-maximal effect; % is scaled to controls: 0 for no effect and ±100 for the full control effect
#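 Eya2 (0.2 uM) preincubated 10 min at ambient with compound, then OMFP substrate added at 50 uM; 10 min reaction in 50 mM HEPES pH 7.5, 50 mM NaCl, 5 uM MgCl2, 0.05% BSA, 1 mM DTT. Fluorescence read at Ex 485/Em 525 nm.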
# a7 integrin act = activates integrin-mediated alleviation for muscular dystrophy. Potency, µM (doses to about 38.3 µM), inactives show at the top dose activation, most hits filed as activators. 350,000 compounds, 0.064% hits. alpha7betagal myoblasts, beta-gal FDG fluorescence, 48 h. AID 624291;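 also: potency is read from the fitted curve at half-maximal effect; 100% = response of the positive control SU9516; nearly all actives have a fitted effect of over 60% in size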
#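 Alpha7betagal+/- myoblasts (passage 13) were plated 16-24 hr, then exposed to compounds (1:260 dilution of DMSO stock) for 48 hours at 37C. After MPER lysis, β-galactosidase reporter activity was read as FDG fluorescence (ex 480/em 540) after 30 minutes.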
# TSHR antagonist = antagonists of human thyroid stimulating hormone receptor | AID 504810 | TSHR-expressing cells, TSH-stimulated cAMP HTRF, 2 h; stronger effect = lower value | P16473 | 330,000 compounds, 0.2% hits | activity change, negative = inhibition, % at 11.5 µM;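 active = activity change below a set negative limit, meaning inhibition stronger than a set level, cut at about -70% in these data; inconclusive = activity change between two set negative limits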; also: % is scaled to controls: 0 for no effect and ±100 for the full control effect
# Target sequence (P16473 whole entry, looked up): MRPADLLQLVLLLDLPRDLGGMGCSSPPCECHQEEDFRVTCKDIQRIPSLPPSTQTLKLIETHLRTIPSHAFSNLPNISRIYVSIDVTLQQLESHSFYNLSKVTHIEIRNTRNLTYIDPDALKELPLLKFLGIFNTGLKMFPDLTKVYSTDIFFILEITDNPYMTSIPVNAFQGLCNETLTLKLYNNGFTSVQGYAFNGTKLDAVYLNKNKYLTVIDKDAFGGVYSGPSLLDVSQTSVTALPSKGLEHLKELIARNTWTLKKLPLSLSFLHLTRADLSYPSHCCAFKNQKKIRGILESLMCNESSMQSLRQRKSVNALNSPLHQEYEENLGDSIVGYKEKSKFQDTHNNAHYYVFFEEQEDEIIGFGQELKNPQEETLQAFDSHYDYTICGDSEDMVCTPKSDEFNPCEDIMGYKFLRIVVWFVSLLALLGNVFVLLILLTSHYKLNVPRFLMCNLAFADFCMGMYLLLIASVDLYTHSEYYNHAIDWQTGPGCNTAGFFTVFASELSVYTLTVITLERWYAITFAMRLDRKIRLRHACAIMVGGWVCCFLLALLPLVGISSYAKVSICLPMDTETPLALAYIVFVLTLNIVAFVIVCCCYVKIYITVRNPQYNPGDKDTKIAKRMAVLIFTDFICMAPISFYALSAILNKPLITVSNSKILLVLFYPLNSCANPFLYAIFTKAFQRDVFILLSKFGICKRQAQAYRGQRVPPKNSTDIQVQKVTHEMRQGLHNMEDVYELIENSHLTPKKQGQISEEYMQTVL
#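 Cell-based HTRF cAMP assay; TSHR cells + compound, TSH EC80 (4nM final), 2 h, 37 deg C. Lysis with anti-cAMP cryptate and cAMP-d2, 30 min RT, read 665/620 nm.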
# S-ASM inh = blocks human secretory acid sphingomyelinase | placental ASM, HMU-PC fluorogenic substrate, 60 min | Potency, µM (titrated, usually from 57.5 µM), inactives show at the highest dose activity change, negative = inhibition, actives largely listed as inhibitors | 340,000 compounds, 0.006% hits | AID 504937; also: potency is read from the fitted curve at half-maximal effect
#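 Human placenta-derived ASM enzyme was preincubated with compound for 10 minutes at room temperature, then given fluorogenic substrate HMU-PC0 (9 uM final) for 60 minutes at 37 °C; a pH 10 stop preceded fluorescence reading at Ex 386/Em 447 nm.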
# Numbers without * were called inactive; ? = inconclusive; . = not tested or not shown; [ ] = another dose, or the depositor's remark. Unless noted, calls follow the shape of the dose curve; as a rule, active = well fitted curve in the direction sought with a large enough effect; inconclusive = small, poorly fitted or top-dose-only effect, or another doubt; inactive = no such curve, though single readings can be large; an effect the other way counts as inactive or inconclusive.
SMILES	Chronic BCR inh	Mito fusion yeast	ELG1 DNA repair	TCR act	TSG101-PTAP inh	AT treatment	Tb PFK inh	Eya2 phos inh	a7 integrin act	TSHR antagonist	S-ASM inh
COc1ccc(C(=O)OCC(=O)NCc2ccc3c(c2)OCO3)cc1S(=O)(=O)N1CCOCC1	0%	.	-7%	0%	-4%	1%	2%	2%	-6%	-14	-4%
COc1cccc(N2CCN(S(=O)(=O)c3ccc(CN4C(=O)c5cccnc5C4=O)cc3)CC2)c1	-4%	-1%	?	-4%	-3%	-2%	1%	-7%	-16%	13	1%
CC(C)C[C@H]1CN=C(Nc2ccccc2)N1CCCC1CCCC1	?	-6%	-4%	-9%	1%	-2%	2%	-3%	-44%	7	2%
Cc1cc(C)cc(NC(=O)C2CC3CCC2C3)c1 (centres undefined)	?	-5%	1%	-2%	1%	-4%	2%	6%	-1%	-9	-2%
Cc1cc(C)cc(OCCCCCNCCO)c1	-6%	-13%	6%	-2%[46.1 µM]	-10%	3%	2%	-8%	10%[7.66 µM]	19	0%
CCOC(=O)C1CCN(C(=O)CN2C(=O)c3ccccc3Sc3ncccc32)CC1	-1%	-7%	17%	1%	-3%	4%	1%	-5%	-4%	-7	5%
Cc1ccc(S(=O)(=O)N2CCC(C(=O)N3CCN(c4ccccn4)CC3)CC2)cc1	1%	0%	-18%	-4%	-2%	-2%	3%	-2%	13%	-7	2%
Cc1ccc(/C(N)=N/OC(=O)CCc2ccccc2)cc1	?	3%	?	-4%	-5%	5%	-4%	3%	18%	6	6%
O=C(Nc1ccon1)c1csc2c1CCCC2	?	-9%	14%	-3%	-5%	6%	1%	-21%	8%	3	0%
Clc1ccccc1Oc1cnc2ccccc2n1	2%	-2%	22%	0%	-4%	7%	8%	-3%	14%	24	-2%
COc1cccc2sc(Nc3nnc(-c4ccc(F)cc4)o3)nc12	?	13%	14%	2%	-2%	-6%	6%	2%	-14%	-1	318%[activator]
CCOC(=O)N1CCC(Nc2c(-c3ccc(C)cc3)c(=O)c2=O)CC1	-12%	11%	?	-5%[46.1 µM]	-8%	.	-6%	-13%	-17%	2	-9%
COc1ccc(S(=O)(=O)NCCSCc2ccco2)cc1	5%	-6%	1%	0%	0%	-1%	-15%	-5%	6%	2	3%
CCOC(=O)C1=C(COC(=O)CCOc2cc(C)ccc2C)NC(=O)NC1C (centres undefined)	-9%	2%	6%	.	1%	-12%	0%	-5%	-30%	8	4%
COc1cccc(-c2cc(C(=O)Nc3cc(C)nn3-c3ccccc3)no2)c1	?	-4%	?	2%	-5%	-5%	-4%	-28%	7%	-4	4%
O=C(NC1=NCCS1)C1COc2ccccc2O1 (centres undefined)	?	-2%	.	-3%	-5%	3%	-10%	2%	-8%	14	-1%
CCN(c1ccccc1C)S(=O)(=O)c1cc2c3c(c1)CCN3C(=O)CC2	3%	-1%	0%	6%	0%	-7%	-2%	6%	-13%	-7	2%
Cc1ccc2cccc(N)c2n1	-10%	2%	9%	11%	1%	4%	-4%	1%	-24%	7	1%
N=c1n(CC(=O)c2cccc([N+](=O)[O-])c2)c2ccccc2n1Cc1ccccc1	?	5%	-12%	-1%	3%	2%	1%	0%	-47%[inhibitor]	-2	-11%
CC1CCC(C(C)C)C(OC(=O)COC(=O)c2ccc(N)cc2)C1 (centres undefined)	?	?	-2%	-2%[46.1 µM]	0%	34%	-9%	-25%	0%	-24	-6%
COc1ccnc(Oc2ccc(F)cc2)c1C(=O)N/C=N/OCc1cccc(F)c1	-2%	2%	-7%	-12%	0%	4%	0%	8%	?	-2	5%
COc1cccc(NC(=O)CSc2nnnn2C(C)C)c1	-13%	0%	?	-4%	0%	-3%	0%	-4%	-1%	1	-3%
COc1ccc(OCC(=O)N2CCN(C(=O)c3ccc([N+](=O)[O-])cc3)CC2)cc1	7%	-10%	6%	0%	-8%	1%[11.5 µM]	2%	-3%	-14%	2	0%
CCn1nc(C(=O)OCC(=O)N2c3ccccc3CC2C)c2ccccc2c1=O (centres undefined)	-4%	-1%	-2%	4%	-7%	11%	3%	-2%	0%	-12	-4%
C/C(=N\NC(=O)COc1ccc(C(C)(C)C)cc1)c1ccc(OC(F)F)cc1	?	3%	0%	1%[46.1 µM]	0%	4%	-1%	-18%	9%	-9	?
COc1cccc(C(=O)NNC(=O)C(=O)Nc2cccc(Cl)c2C)c1	?	6%	21%	0%	-2%	0%	0%	6%	24%	-5	4%
Cc1csc(=O)n1CCC(=O)NCc1ccc(F)cc1	0%	.	?	0%	2%	2%	-2%	1%	16%	-1	4%
Cc1ccc(OCC(O)Cn2c3ccccc3c3ccccc32)cc1 (centres undefined)	13%	-26%	-24%	-23%	-4%	-3%	0%	-5%	-23%	-6	-19%
O=C(Nc1ccc(Cl)cc1)N1CCN(C(=O)C2CCCO2)CC1 (centres undefined)	2%	-2%	1%	-1%	-2%	0%	-15%	7%	-18%	6	-2%
O=C(Nc1nnc(SCC(=O)N2CCOCC2)s1)c1ccccc1Cl	-1%	2%	?	-3%	-1%	.	4%	-10%	-1%	16	5%
CC(=O)c1cccc(NC(=S)N2CCCC2)c1	-1%	-1%	-4%	-4%	1%	?	3%	-7%	33%	9	2%
CCOC(=O)c1ccc(NS(=O)(=O)c2cc(-c3nnnn3CC)ccc2OC)cc1	-11%	-3%	-4%	-1%[46.1 µM]	-8%	2%	-1%	-4%	-2%[7.66 µM]	-6	-2%
O=C(CCC(=O)c1cccs1)NCc1cccnc1	?	6%	6%	-8%	1%	4%	1%	-3%	-18%	-1	2%
CCN(Cc1nc2cc(Cl)ccc2c(=O)[nH]1)C(=O)c1cc(C2CC2)nn1-c1ccccc1	14%	?	?	2%	0%	6%	17%	7%	-10%	-11	-6%
CCOC(=O)CSc1nnc(-c2cccnc2)o1	18%	-2%	14%	2%[46.1 µM]	1%	.	1%	2%	-32%[1.53 µM]	-6	1%
COc1ccc(-c2noc(-c3ccc(C)cc3)n2)cc1	-1%	12%	?	-5%	-7%	11%	-2%	15%	8%	-11	7%
Cc1cc(C)cc(OCC(=O)N/N=C\c2cn(C)nc2C)c1	-3%	0%	3%	1%[46.1 µM]	-3%	-7%	-5%	5%	4%	-3	3%
C/C(=N\NC(=O)c1cccc(N/N=C(\C)c2ccc([N+](=O)[O-])cc2)c1)c1ccc([N+](=O)[O-])cc1	?	4%	-9%	1%	-4%	3%	6%	8%	3%	-3	-2%
Cc1cccc(NC(=O)c2cc(C)nc3ccccc23)c1	2%	-2%	21%	0%	-8%	16%	-14%	-24%	17%	-4	-3%
Cc1cc2nn(-c3cccc4ccccc34)nc2cc1N	-12%	6%	?	-5%	-1%	6%	1%	-6%	15%	-7	138%[activator]
Cc1nc(C)c(C(=O)Nc2ncc([N+](=O)[O-])s2)o1	?	-14%	?	0%	0%	-1%	-6%	-11%	10%	-3	-5%
Cc1cc(C)nc(SCc2cc(=O)c(OC(=O)c3ccco3)co2)n1	?	-4%	?	8%[46.1 µM]	2%	3%	-2%	5%	-22%	-15	-1%
COc1ccc(CNc2ccc(C)cc2)cc1Br	?	-1%	?	-4%[46.1 µM]	0%	.	0%	-13%	-16%	-34	-4%
O=C(c1ccc(OC2CCN(C/C=C/c3ccc(F)cc3)CC2)cc1)N1CCCC1	-7%	-3%	-17%	-1%	-1%	-5%	-3%	-2%	-45%	4	2%
CCCCC(=O)N/N=C(\C)CC(=O)Nc1ccccc1Br	1%	6%	-6%	1%[46.1 µM]	-5%	25%	-3%	-1%	18%	-4	5%
Cc1ccc(S(=O)(=O)N2CCC(C(=O)OCC(=O)N(CCC#N)c3ccc(F)cc3)CC2)cc1C	0%	-8%	-5%	2%	-8%	-1%	8%	-20%	31%	-23	5%
